# KCNQ2 block = KCNQ2 channel blockers in CHO-K1 cells – cell-based, FluxOR thallium flux, B-score, primary screen (AID 2156); O88943; 20 min; hits give low values; B-score at 10 µM; 310,000 tested, 1.1% active;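 active = fluorescence ratio B-score at most minus 3 library SDs, with starting brightness B-score within 2 library SDs, cut at about -5.5 in these data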
# Kir21 inh = Kir2.1 (mouse) channel inhibition | P35561 | HEK293-Kir2.1, FluxOR thallium flux fluorescence; hits give low values | B-score at 10 µM | 310,000 tested, 0.85% active | AID 1672;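 active = fluorescence ratio B-score at or below minus 3 SD of library scores, with starting-brightness B-score within 2 SD, cut at about -4.2 in these data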;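 note: channel flux triggered by added potassium and thallium sulfate stimulus; B-score of peak minus minimum fluorescence over baseline after thallium stimulus; more negative B-score means stronger Kir2.1 block with less thallium influx; some compounds called inactive have numbers as strong as hits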
# Target sequence (P35561 whole entry, looked up): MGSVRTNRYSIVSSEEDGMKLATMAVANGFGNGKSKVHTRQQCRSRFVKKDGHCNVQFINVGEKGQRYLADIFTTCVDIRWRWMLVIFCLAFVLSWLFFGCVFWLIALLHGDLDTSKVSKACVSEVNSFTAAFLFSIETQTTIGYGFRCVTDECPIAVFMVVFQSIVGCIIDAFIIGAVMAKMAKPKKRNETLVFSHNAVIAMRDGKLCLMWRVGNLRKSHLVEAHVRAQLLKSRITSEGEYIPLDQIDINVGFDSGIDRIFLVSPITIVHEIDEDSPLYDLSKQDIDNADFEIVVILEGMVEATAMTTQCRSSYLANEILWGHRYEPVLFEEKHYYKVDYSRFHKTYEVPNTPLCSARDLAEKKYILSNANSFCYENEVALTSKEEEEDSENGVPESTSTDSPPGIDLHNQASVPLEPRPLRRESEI
# The depositor's hits bear a star; i = inactive.
SMILES,KCNQ2 block,Kir21 inh
CC(=O)N1CCCc2cc(S(=O)(=O)NC(C(=O)NCc3ccc(C)cc3)C(C)C)ccc21 (stereo not given),i,1.8
CC1CCN(S(=O)(=O)c2ccc3c(c2)CCN3C(=O)CCC(=O)O)CC1,i,-0.76
Cc1cccc(C(=O)N2CC3(C)CC2CC(C)(C)C3)c1 (stereo not given),i,-1.15
CCCCCCc1ccc(-c2ncc(N)cn2)cc1,i,0.19
Cc1cccc(-n2c(SCC(=O)N3CCCC3)nnc2-c2ccccn2)c1C,i,0.19
Cc1onc(-c2c(Cl)cccc2Cl)c1C(=O)Nc1ccc(N2CCOCC2)cc1,i,1.21
COc1cc(/C=C(/C#N)c2nc3ccccc3[nH]2)ccc1OCC(=O)Nc1ccccc1C(C)C,i,-0.07
O=C(CCc1nc2ccccc2c(=O)[nH]1)Nc1cccc(S(=O)(=O)N2CCCCC2)c1,i,1.8
CC1(C)CCC(=O)N2CC[C@H]3C[C@H](OC(=O)Nc4ccc5c(c4)OCO5)C[C@@H]1[C@H]32,i,-1.37
COc1cc(C2NC(=O)NC3=C2C(=O)OC3)cc(OC)c1OC (stereo not given),i,1.77
CN(c1ccccc1)S(=O)(=O)c1ccc(Cl)c(C(=O)OCC(=O)NCc2ccco2)c1,i,-2.19
CC(C)C1=NN2C(=N)CC(=O)N=C2S1,i,-0.14
CCc1nnc(NC(=O)c2cccc(S(=O)(=O)N3CCN(c4ccccc4)CC3)c2)s1,i,1.15
Cn1cc(-c2cccc(C(F)(F)F)c2)cc(C#N)c1=O,i,-0.66
O=C1c2cccnc2C(=O)N1Cc1ccc(S(=O)(=O)N2CCN(c3ccccc3)CC2)cc1,i,0.03
CCOC(=O)c1cc(-c2ccccc2)n(CC(=O)N2CCCC2)c1C,i,0.15
COC(=O)C1(Cc2ccc(O)cc2)OC(=O)C(O)=C1c1ccc(O)cc1 (stereo not given),i,-0.87
CC(C)C[C@H](NC(=O)c1[nH]cnc1C(=O)Nc1ccc(CNC(=O)OC(C)(C)C)cc1)C(=O)OCc1ccccc1,i,1.38
COc1cc(SC)ccc1C(=O)N1CCCCCC1,i,-0.07
CC1CC2(NC(=O)NC2=O)C(C)CN1C (stereo not given),i,-0.04
CCOC(=O)c1ccccc1NC(=S)N1CCC(C)CC1,i,-0.38
CCCn1cc([C@@H]2C[C@H]3CN(Cc4cccc(Cl)c4)C(=O)[C@]34CCCN24)c(C)n1,i,1.26
CCN(CC(O)c1cccc(O)c1)C(=O)C12CC3CC(CC(C3)C1)C2 (stereo not given),i,-3.2
CC(=O)Nc1ccccc1C(=O)N1CC(C)OC(C)C1 (stereo not given),i,0.18
Cc1ccc(OCC(=O)N2CCCCC2)c(Br)c1,i,-3
CN1CCCc2cc(C=O)ccc21,i,0.73
COc1ccc(OC)c(S(=O)(=O)NC2CCN(Cc3ccccc3)CC2)c1,i,-0.58
Cc1c(C(=O)Nc2cccc(S(=O)(=O)N3CCCC3)c2)oc2ccccc12,i,-0.09
Cc1cc(C(=O)N(C)Cc2ccc(Br)cc2)no1,i,0.77
CN(C)c1cccc(C(=O)N/C=C/n2cnc3cc(C(F)(F)F)ccc32)c1,i,-0.14
C=CCNC(=S)N1CCOCC1,i,0.39
CCNC(=O)C(CC(C)C)NC(=O)C(CO)NC(=O)C1CCC(=O)N1 (stereo not given),i,0.15
CCNC(=O)CC1C(=O)N(c2ccc(F)cc2)C(=O)N1CCC(C)C (stereo not given),i,0.19
CSc1nc2c(c(=O)[nH]1)C(c1ccc(C(F)(F)F)cc1)CC(=O)N2 (stereo not given),i,0.07
C=C(C)CSc1nc2c(c(=O)[nH]c(=O)n2C)n1Cc1ccccc1,i,-2.47
Cc1nnc(N)nc1C,i,0.89
Cc1csc2nc(CNS(=O)(=O)c3ccc(-c4ccccc4)cc3)cn12,i,-0.29
COC(=O)c1cc(C(=O)OCC(=O)Nc2ccccc2OC(F)F)cc([N+](=O)[O-])c1,i,-1.2
COc1ccc(C(C(=O)NC2CCCC2)N(Cc2ccc(C)cc2)C(=O)c2ccn[nH]2)cc1OC (stereo not given),i,0.05
O=C(C1CC1)N1CCN(c2nc3ccccc3s2)CC1,i,0.05
COc1ccc2c(c1OC)CN(C)CCc1cc3c(cc1C(=O)C2)OCO3,i,-1.52
O=C(N/N=C/c1cccc([N+](=O)[O-])c1)c1ccncc1,i,2.61
COc1cccc(N2CCN(S(=O)(=O)c3ccc(-n4cnnn4)cc3)CC2)c1,i,-0.09
Cc1ccccc1C(=O)NCCOc1ccccc1Cl,i,0.15
COc1cccc(NC(=O)CCNS(=O)(=O)c2ccc3c(c2)oc(=O)n3C)c1,i,-0.84
C[C@@H](CN=[N+]=[N-])CN1CC[C@H](O)CCC1=O,i,0.44
CC(=O)N1CCN(C(=O)c2cc(-c3ccc(C)o3)nc3ccccc23)CC1,i,0.63
O=C(Nc1cccc(S(=O)(=O)N2CCOCC2)c1)c1ccccn1,i,0.8
COc1ccccc1N1C(=NC(=O)CCc2ccccc2)SC2CS(=O)(=O)CC21 (stereo not given),i,0.65
Cn1cccc1-c1cc(C(=O)N/N=C/C=C/c2ccccc2)[nH]n1,i,-1.05

# Compound profiles (already shown). Order of screens: KCNQ2 block, Kir21 inh
# COc1ccccc1N1C(=NC(=O)CCc2ccccc2)SC2CS(=O)(=O)CC21 (stereo not given) across the screens: i, 0.65
# CC(=O)N1CCN(C(=O)c2cc(-c3ccc(C)o3)nc3ccccc23)CC1 across the screens: i, 0.63
# COc1ccc2c(c1OC)CN(C)CCc1cc3c(cc1C(=O)C2)OCO3 across the screens: i, -1.52

# Next section
SMILES,KCNQ2 block,Kir21 inh
NC(=O)c1cc2cc(Br)ccc2oc1=NCc1ccccc1,i,-0.07
CCOc1ccc(Cl)cc1CNc1nnnn1CC,i,0.32
COc1cc2c(C(=O)OCCN(C)C)c(CSc3ccccc3)n(C)c2cc1Br,i,1.36
Cc1ccc(S(=O)(=O)C2C(=O)NC3(C)CC2c2ccccc2O3)cc1 (stereo not given),i,-2.64
CC1=C(C(=O)OCc2ccccc2)C(c2cccs2)NC(=O)N1CCCC(=O)O (stereo not given),i,-1.49
Cc1cccc2cc(CN(Cc3ccco3)S(=O)(=O)c3ccc4c(c3)OCCO4)c(=O)[nH]c12,i,0.47
CCn1cc(C(=O)N(C)CC(OC)OC)c(=O)c2cc(S(=O)(=O)N3CCOCC3)ccc21,i,1.95
NS(=O)(=O)c1cccc(NC(=O)CSc2nnc(-c3ccccc3F)n2C2CC2)c1,i,0.11
COc1ccc2nc(C(F)(F)C(F)(F)F)c(C#N)c(N)c2c1,i,0.67
COc1ccc(C(c2nnnn2Cc2ccccc2)N2CCN(c3nc4ccccc4s3)CC2)cc1 (stereo not given),i,0.52
CCc1nnc(NC(=O)C2c3ccccc3Oc3ccccc32)s1,i,0.43
COc1ccccc1NC(=O)Cn1c(=O)c(N(C)C)c(N)n(C)c1=O,i,1.08
CN1CC(=O)N(CC(=O)N2CCC(Cc3ccccc3)CC2)C1=O,i,-0.29
O=C(CCC(=O)N(CC(=O)NC1CCCCC1)Cc1ccc(F)cc1)Nc1nccs1,i,-0.86
O=C(Nc1ccccc1F)N1CCC(NC(=O)C23CC4CC(CC(C4)C2)C3)CC1,i,-0.02
COC(=O)c1ccc(OCC(=O)c2ccc(C)c(C)c2)cc1,i,0.03
CCc1noc(C)c1C(=O)N(CCC(C)C)c1c(N)n(Cc2ccccc2)c(=O)[nH]c1=O,i,-0.02
Cc1ccc(C)c(NC2=NCC(=O)N2c2ccc3c(c2)OCCO3)c1,i,0.35
O=C(c1ccc(Br)s1)N1CCN(c2ccccn2)CC1,i,-1.44
Cc1ccc(-c2nn(-c3ccccc3)cc2C=C2C(=O)CC(C)(C)CC2=O)cc1,i,-1.77
Cc1nn2c3ccccc3n(Cc3ccccc3)c2nc1=O,i,3.16
CCOC(=O)C(CC)Sc1nnc2c3cc(C)ccc3n(C)c2n1 (stereo not given),i,0.92
Cc1ccc(C(CC(=O)O)C2CCOC(C)(C)C2)cc1 (stereo not given),i,-1.3
COc1ccc(-c2noc(CCCC(=O)O)n2)cc1,i,-1.52
S=c1[nH]nc(Cn2nnc3ccccc32)n1-c1ccccc1,i,1.86
Cc1cc(C)nc(SCC(=O)Nc2ccc(S(=O)(=O)Nc3nccs3)cc2)n1,i,1.96
COc1ccc(CN(C(=O)c2cc3ccccc3oc2=O)C2CCCCC2)cc1OC,i,2.07
NC(=O)CC(NC(=O)Cc1cccc2ccccc12)c1ccc(NC2CCN(Cc3ccccc3)CC2)c([N+](=O)[O-])c1 (stereo not given),i,0.74
CSc1nnc2c(n1)c(C)nn2-c1cccc(C)c1,i,0.5
COc1ccc(CC(=O)NC2CCN(Cc3nnnn3C(C)(C)C)CC2)cc1OC,i,-0.6
Cc1onc(-c2ccccc2)c1C(=O)N/N=C/c1ccc(O)c([N+](=O)[O-])c1,i,0.01
CCOC(=O)CN1C(=O)S/C(=C/c2cc(C)n(-c3ccccn3)c2C)C1=O,i,-0.16
CCOc1cc(/C=C2/C(=O)ON=C2C)ccc1O,i,0.07
CC(C)(C)c1ncc(S(=O)(=O)c2ccc(C(F)(F)F)cn2)c(N)n1,i,-2.9
Cc1ccc2c(c1)N(C(=O)CCC(=O)NCCCN1CCN(C)CC1)CCO2,i,2.56
Cc1ccc2c(c1)SC1=NC(c3ccccc3)(C(F)(F)F)NC(=O)N12 (stereo not given),i,1.45
O=C(Cc1cccc(F)c1)Nc1ccc2c(c1)CCC2,i,0.24
COC(=O)CC1COc2ccccc2N1C(=O)c1ccc(C(C)(C)C)cc1 (stereo not given),-6.81*,-0.27
COc1cc(NC(=O)c2ccc(Br)o2)ccc1NC(=O)c1ccccc1Cl,i,-0.16
CCOC(=O)C1CCN(C(=O)C2(NC(=O)Nc3cccc(F)c3)CCCCC2)CC1,i,0.15
O=C(CSc1nnc(NC(=O)C2CC(=O)N(c3ccc(F)cc3)C2)s1)NCc1ccco1 (stereo not given),i,0.32
CSc1cccc(NS(=O)(=O)c2ccc(F)cc2)c1,i,-0.68
O=C(NNC(=O)c1nn(-c2ccc(F)cc2)ccc1=O)c1ccccc1Cl,i,1.29
O=C(COc1ccccc1)Nc1ccc(N2CCN(C(=O)c3cccs3)CC2)cc1,i,-1.75
COCCCNC(=S)Nc1ccc(C)cc1,i,0.04
COc1ccc(C(C#N)N2CCCCCC2)cc1OC (stereo not given),i,0.59
Cc1nn(C)c(C)c1CN(C(=O)CCc1nnc(Cc2c[nH]c3ccccc23)o1)C(C)C,i,-1.53
COc1ccc(-c2noc(CSc3nnc(Cc4ccccc4)n3-c3ccc(Cl)cc3)n2)cc1,i,-0.53
Cc1ccc(C)c(CN2CCC(CNC(=O)Nc3ccc(C)c(C)c3)CC2)c1,i,-0.01
O=C(NC1CCCCC1)C(c1cccs1)N(CC1CCCO1)C(=O)c1csnn1 (stereo not given),i,0.01
# Next structures follow.
SMILES,KCNQ2 block,Kir21 inh
Cc1ccccc1C(=O)Oc1ccc2ccc(O)cc2c1,i,0.38
O=C(NCCc1csc(-c2cccnc2)n1)c1c(F)cccc1F,i,-0.36
Cc1c(C(=O)O)c(C(=O)O)nc2ccc(N3CCOCC3)cc12,i,1.49
COc1cc(C(=O)Nc2ccccc2N2CCOCC2)ccc1OCc1c(C)noc1C,i,-3.09
NC(=O)CSc1nc2ccccc2n1-c1ccccc1,i,-1.14
O=C(CC1SC2=NCCN2C1=O)Nc1ccc(Br)cc1 (stereo not given),i,0.89
O=C(NCc1ccccn1)c1cccc([N+](=O)[O-])c1,i,-0.78
COc1cccc(CN2C(=O)C3CCCN3c3ccc(S(=O)(=O)N4CCOCC4)cc32)c1 (stereo not given),i,0.6
CCN(CC(=O)NCc1ccc(Cl)cc1)S(=O)(=O)c1ccc(F)cc1,i,-0.18
OC(CN1CCC(Cc2ccccc2)CC1)C(F)(F)F (stereo not given),i,0.6
O=S(=O)(c1ccc(-c2csc(-c3cccnc3)n2)cc1)N1CCOCC1,i,0.88
O=C(NCc1ccccn1)c1ccc(Cl)c(S(=O)(=O)N2CCCCCC2)c1,i,-3.02
Cc1ccc(NC(=O)NC(=O)CN2CCN(c3ccc(O)cc3)CC2)c(C)c1,i,0.21
CN(C)c1nc(-c2ccccc2)ns1,i,-0.02
CCOC(=O)c1c(NC(=O)COc2ccccc2C#N)sc2c1CC(C)(C)NC2(C)C,i,-0.21
Cc1ccc(S(=O)(=O)n2cnc3ccccc32)cc1[N+](=O)[O-],i,0.86
Cc1ccc(C)c(NC(=S)N/N=C2/CCCCc3ccccc32)c1,i,0.42
O=S(=O)(Nc1nc(-c2ccccc2)cs1)c1cc(Cl)ccc1Cl,i,-0.31
COCCCNC(=O)CCc1nnc(Cc2ccc(-c3ccccc3)cc2)o1,i,0.04

# Twelve entries out of the list, arranged by heavy-atom count, rising:
SMILES,KCNQ2 block,Kir21 inh
CN(C)c1nc(-c2ccccc2)ns1,i,-0.02
O=C(NCc1ccccn1)c1cccc([N+](=O)[O-])c1,i,-0.78
OC(CN1CCC(Cc2ccccc2)CC1)C(F)(F)F (stereo not given),i,0.6
Cc1ccc(S(=O)(=O)n2cnc3ccccc32)cc1[N+](=O)[O-],i,0.86
O=S(=O)(Nc1nc(-c2ccccc2)cs1)c1cc(Cl)ccc1Cl,i,-0.31
O=C(NCCc1csc(-c2cccnc2)n1)c1c(F)cccc1F,i,-0.36
CCN(CC(=O)NCc1ccc(Cl)cc1)S(=O)(=O)c1ccc(F)cc1,i,-0.18
O=S(=O)(c1ccc(-c2csc(-c3cccnc3)n2)cc1)N1CCOCC1,i,0.88
O=C(NCc1ccccn1)c1ccc(Cl)c(S(=O)(=O)N2CCCCCC2)c1,i,-3.02
Cc1ccc(NC(=O)NC(=O)CN2CCN(c3ccc(O)cc3)CC2)c(C)c1,i,0.21
CCOC(=O)c1c(NC(=O)COc2ccccc2C#N)sc2c1CC(C)(C)NC2(C)C,i,-0.21
COc1cccc(CN2C(=O)C3CCCN3c3ccc(S(=O)(=O)N4CCOCC4)cc32)c1 (stereo not given),i,0.6

# From PubChem
